Compound activity from PubChem BioAssay.
CRE Fsk mod: modulators of forskolin-stimulated CRE signaling in CHO cells; Potency, µM (top dose mostly 38.2 µM), for the others: top-dose activity change, negative = inhibition, usual class: activators; CHO CRE-bla reporter (cAMP response element driving beta-lactamase), forskolin EC10, beta-lactamase ratio; 2.5% of 71,000 active; AID 662; active means well fitted activation curve with a large enough effect in the signal ratio, with a control signal flat, not every such curve was filed as active; inconclusive means small, poorly fitted or top-dose-only effect, or effect the other way, or a change in a side signal; the % refers to the signal ratio; further: potency means the concentration at half of the fitted maximal effect; % of control where 0% means no effect
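qHTS titration format; CRE-bla CHO reporter; stimulus EC10 NKH 477, a water-soluble forskolin. Read: CCF4 460/530 nm ratio. Potency expressed as AC50 for activators or inhibitors.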
Hsp90 Hop PPI: changes Hsp90-Hop TPR2A binding signal, up or down; AlphaScreen TPR2A-His6 binding biotin-Hsp90 C-terminal peptide; Potency, µM (top dose mostly 57 µM), for the others: at the top dose activity change, negative = inhibition; 0.44% of 71,000 active; AID 595; active means well fitted curve in either direction with a large enough effect; inconclusive means small, poorly fitted or top-dose-only effect, or another doubt; further: potency means the concentration at half of the fitted maximal effect; on the % scale 0 is the no-effect control and ±100 the full control effect; many of its hits are not listed in these tables
Fluorescein autfl: fluorescein region autofluorescence; Compound autofluorescence, 480/540 nm, fluorescein-equivalent; stronger effect = higher value; max fluorescein-equivalent concentration, M; 0.91% of 59,000 active; in the data active means max fluorescein-equivalent concentration above about 10 nM; inconclusive means between about 1.1 nM and that limit
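Tris 100 mM pH 8.0; 15 min RT; CCD read, ex 480/em 540 nm. Output: fluorescein-equivalent concentration per compound concentration, from six-point dye series on each plate.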
ERK AVP block: inhibitors of vasopressin-stimulated ERK signaling pathway. HEK293-V1b, vasopressin-stimulated pERK AlphaScreen. Potency, µM (titrated, usually from 57.5 µM), for the others: at the highest dose activity, negative = inhibition, actives largely listed as inhibitors. 0.99% of 72,000 active. AID 995; further: potency means the concentration at half of the fitted maximal effect; on the % scale 0 is the no-effect control and ±100 the full control effect; nearly all actives have a fitted effect of over 55% in size
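qHTS, compounds titrated on V1b-expressing HEK293 cells. Preincubation 30 min at 37C, vasopressin 25 nM for 5 min, lysis 10 min, bead incubation 5 hr at room temperature.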
4MU fluor: 4-MU region autofluorescence. compound autofluorescence, 340/450 nm, 4-MU equivalents; stronger effect = higher value. max dye-equivalent concentration, M. 11% of 59,000 active. AID 589; in the data active means max dye-equivalent concentration above about 10 nM; inconclusive means mostly about 1.1 nM to 9.6 nM
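Intrinsic fluorescence at 340/450 nm (ex/em) was read after 15 min at room temperature in pH 8.0, 100 mM Tris. Each compound concentration expressed as 4-MU-equivalent concentration from a six-point 4-MU standard series on each plate.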
Epigenetic mod: derepresses silenced GFP locus in mouse C127i cells. mouse C127i GFP locus derepression, cytometry, 30 h. Potency, µM (titrated, usually from 46.1 µM), for inactives: top-dose GFP derepression (activation). 0.09% of 68,000 active; further: % of control where 0% means no effect
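Read-out is the number of GFP-positive cells, scored as fluorescent objects 20 to 120 um wide, reflecting derepression of a silenced CMV-GFP reporter in murine C127i cells after 30 h compound exposure at 37 C.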
A350 autofl: compound fluoresces in the Alexa 350 spectral region. Compound autofluorescence, 340/450 nm, Alexa 350 dye-equivalents; stronger effect = higher value. max dye-equivalent concentration, M. 11% of 59,000 active; in the data active means max dye-equivalent concentration above about 10 nM; inconclusive means mostly about 1.1 nM to 9.6 nM
UbGFP stabilizer: proteasome inhibitors stabilizing ubiquitin-GFP reporter; Ubiquitin-GFP reporter cells, proteasome inhibition, GFP fluorescence; response scale: untreated = 0%, 10 µM MG-132 = 100%; AID 526; Potency, µM (top dose mostly 45.9 µM), without a hit: at the highest dose activation (GFP accumulation), actives largely listed as activators; 67,000 tested, under 10 active; active means well fitted activation curve with a large enough effect, not every such curve was filed as active; inconclusive means small, poorly fitted or top-dose-only effect, or another doubt; inactive means no such curve, though single readings can be large or run the other way; further: potency means the concentration at half of the fitted maximal effect
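Proteasome block read as GFP accumulation: ubiquitin(G76V)-GFP U2OS cells exposed to compound (2.9 nM–46 uM) for 4 hr at 37 C. Normalization used untreated cells as 0% and 10 uM MG-132 as 100%; concentration-response curves fitted.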
HBB splicing: alters splicing of the hemoglobin beta chain | Potency, µM (top dose mostly 46.1 µM), for the others: at the highest dose activation, most hits filed as activators | 0.06% of 65,000 active | HBB splicing reporter cell assay, activation; EGFP reporter with mutant IVS2-654 intron; response scale: normalised to 500 nM splice-correcting PNA; further: potency means the concentration at half of the fitted maximal effect; 0% is about no effect
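Compounds were applied for 2 days to HeLa EGFP-654 cells, 500/well in Optimem with 2% FCS. The reporter's EGFP is disrupted by mis-splicing of beta-globin intron IVS2-654. Readout: summed well GFP fluorescence from 488 nm laser scanning; reference was 500 nM antisense […] 654 PNA.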
FLuc inh: inhibitors of firefly luciferase; P08659; purified firefly luciferase, luminescence, 8 min; Potency, µM (doses to about 57.1 µM), without a hit: top-dose activity change, negative = inhibition, hits mostly inhibitors; 2.2% of 72,000 active; AID 411; further: potency means the concentration at half of the fitted maximal effect; on the % scale 0 is the no-effect control and ±100 the full control effect; nearly all actives have a fitted effect of over 40% in size
Target sequence (P08659 whole entry, looked up): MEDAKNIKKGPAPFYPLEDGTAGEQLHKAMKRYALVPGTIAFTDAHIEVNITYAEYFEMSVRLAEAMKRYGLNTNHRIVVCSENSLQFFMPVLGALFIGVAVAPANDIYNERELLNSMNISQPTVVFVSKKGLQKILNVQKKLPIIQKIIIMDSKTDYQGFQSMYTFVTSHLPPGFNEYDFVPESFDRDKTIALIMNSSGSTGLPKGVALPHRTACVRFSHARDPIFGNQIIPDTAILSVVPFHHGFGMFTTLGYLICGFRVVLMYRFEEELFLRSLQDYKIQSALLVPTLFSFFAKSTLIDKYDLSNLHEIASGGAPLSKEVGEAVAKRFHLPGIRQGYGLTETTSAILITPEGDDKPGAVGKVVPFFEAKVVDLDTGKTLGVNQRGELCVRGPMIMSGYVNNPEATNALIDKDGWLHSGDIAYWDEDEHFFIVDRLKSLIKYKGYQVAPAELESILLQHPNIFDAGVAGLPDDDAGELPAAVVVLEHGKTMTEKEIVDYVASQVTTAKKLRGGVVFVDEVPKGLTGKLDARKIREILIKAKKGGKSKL
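Firefly luciferase (PKLight detection mix) with 10 uM ATP in pH 7.2 imidazole buffer (KCl, MgCl2, Tween 20, BSA). Compounds tested across a concentration series (qHTS). Luminescence read after 8 min at ambient temperature.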
Texas Red fluor: Texas Red region autofluorescence; 0.06% of 59,000 active; AID 587; max dye-equivalent concentration, M; Compound fluorescence, Texas Red channel, 547/618 nm; stronger effect = higher value; in the data active means max dye-equivalent concentration above about 10 nM; inconclusive means between about 1.1 nM and that limit
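qHTS profiling of intrinsic compound fluorescence; 100 mM Tris pH 8.0; 15 min RT; ex 547 / em 618 nm; response expressed as Texas Red dye-equivalent concentration from six-point plate standard.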
The depositor's hits bear a star; i = inactive; ? = inconclusive; / = no result given; [ ] = dose if it differs, or a comment. Unless noted, the call rests on the fitted dose curve; in most records, active means well fitted curve in the direction sought with a large enough effect; inconclusive means small, poorly fitted or top-dose-only effect, or another doubt; inactive means no such curve, though single readings can be large; an effect the other way counts as inactive or inconclusive.

no.	SMILES	CRE Fsk mod	Hsp90 Hop PPI	Fluorescein autfl	ERK AVP block	4MU fluor	Epigenetic mod	A350 autofl	UbGFP stabilizer	HBB splicing	FLuc inh	Texas Red fluor
1	C=CCOC(=O)C1=C(C)Nc2ncnn2C1c1cc(Br)ccc1F (stereo unspecified)	?	-7%	i	20%	?	1%	?	-1%	-1.9%	0%	i
2	Cc1nc(N2CCN(c3ccccc3)CC2)nc2c1C(=O)CC(C)C2 (stereo unspecified)	13%	1%	i	-2%	i	-2%	i	10%	-0.5%[1.84 µM]	0%	i
3	CCCCC(=O)Nc1ccc(C(=O)NCC(=O)OC)cc1	-7%	-2%	i	-24%	i	-3%	i	-3%	-0.9%	4%	i
4	CC(=O)Nc1ccc(NC(=O)CN(c2ccccc2Cl)S(C)(=O)=O)cc1	-4%	-2%	i	-12%	i	0%	i	6%	0.2%	4%	i
5	Cc1cc(S(=O)(=O)N2CCC(NC(=O)C34CC5CC(CC(C5)C3)C4)CC2)ccc1-n1cnnn1	-4%	-1%	i	-8%	i	-2%	?	2%	-0.5%	3%	i
6	CC1CCCCN1C(=O)c1ccccc1NC(=O)c1ccco1 (stereo unspecified)	-7%	-3%	?	1%	i	0%	?	2%	-3.0%	-1%	i
7	CCOc1ccc(NC(=O)c2oc3ccccc3c2NC(=O)C(C)C)cc1	2%	-5%	i	-8%	1.1e-08M*	0%	1.4e-08M*	11%	-0.2%	-1%	i
8	C/C=C(\C)c1nnc(NC(=O)c2ccco2)s1	1%	-1%	i	-10%	i	0%	i	-1%	-1.3%	-3%	i
9	Cc1nc(NC2=NCN(Cc3ccccc3)CN2)nc2ccccc12	2%	-4%	i	-5%	i	3%	i	-2%	-3.8%[57.5 µM]	1%	i
10	Cc1ccc(C(=O)Nc2nc3ccc(S(C)(=O)=O)cc3s2)s1	?	6%	i	-13%	?	-2%	?	-11%	-2.3%	3.2µM*	i
11	COc1cc(CCC(=O)N2CCN(S(=O)(=O)c3ccc(C)c(C)c3)CC2)cc(OC)c1OC	-4%	-7%	i	-12%	i	-1%	i	0%	-2.0%	0%	i
12	CC(C)Cn1c(N2CCN(C(=O)c3cccs3)CC2)nc2ccccc21	-1%	1%	?	8%	?	0%	?	-1%	-0.2%[57.5 µM]	1%	i
13	COC(=O)Cn1cc(C(=O)c2ccco2)c2ccccc21	-3%	1%	?	-15%	?	-2%	?	1%	/	-6%	i
14	CCn1c(SCc2ccc(C#N)cc2)nnc1-c1ccc(S(=O)(=O)N2CCCCC2)cc1	-4%	-9%	?	25µM*	5.7e-07M*	3%	4.3e-07M*	1%	/	1%	i
15	CCNC(=O)C1CN(S(=O)(=O)c2ccccc2)CCN1S(=O)(=O)c1ccccc1 (stereo unspecified)	3%	?	i	13%	i	-1%	i	0%	3.0%	8%	i
16	CSc1nc2sc3c(c2c(=O)n1C)CCCC3	?	0%	/	-24%	/	0%	/	0%	0.5%	-3%	/
17	COc1ccc(C(=O)N2CCCC2)cc1S(=O)(=O)N1CCC(C)CC1	-1%	-1%	/	8%	/	0%	/	-4%	-4.2%	-8%	/
18	Cc1oc(CC(C)C)cc1C(=O)Nc1ccc(C(=O)O)cc1	10%	-6%	/	-7%	/	5%	/	13%	-0.4%	-18%	/
19	Cc1ccc(S(=O)(=O)Nc2ccc(S(=O)(=O)Nc3ncccn3)cc2)cc1	5%	1%	i	-8%	i	1%	i	-1%	0.4%[57.5 µM]	-2%	i
20	COCCn1c(=O)c(-c2ccc(F)cc2)nc2cnc(Oc3ccc(OC)cc3)nc21	?	2%	?	-6%	i	2%[9.22 µM]	i	-4%	0.0%	-2%[11.4 µM]	i
21	O=C(N1CCOCC1)N1CCN(C(=O)N(c2ccccc2)c2ccccc2)CC1	-9%	0%	i	2%	i	2%	i	7%	0.6%	-1%	i
22	O=C(Nc1ccc(Cl)cc1F)c1ccc(COc2c(F)c(F)c(F)c(F)c2F)o1	2%	17%	i	27%	i	4%	i	-9%	-0.8%	5%	i
23	O=C(COc1ccccc1Cl)N1CCN(c2ncccn2)CC1	?	-2%	?	-13%	i	4%	i	4%	-1.0%	0%	i
24	CC(=O)c1c(C)nc(C)nc1NC(=O)Cc1ccccc1	4%	-1%	i	8%	i	0%	i	10%	0.3%	-2%	i
25	O=C1c2oc3ccc(Cl)cc3c(=O)c2C(c2ccccn2)N1CCCN1CCOCC1 (stereo unspecified)	-11%	-10%	/	/	/	/	/	7%	0.3%	0%	/
26	Brc1ccc(C2Nc3cccc4cccc(c34)N2)o1	?	?	/	?	/	2%	/	-13%	-0.5%	-17%	/
27	COc1ccc(CNC(=O)CCS(=O)(=O)c2cccc3nonc23)cc1	?	-2%	i	7%	i	-1%	i	2%	-1.3%	-1%	i
28	Cn1c(SCC(=O)Nc2ccccc2-c2ccccc2)nnc1-c1ccco1	-1%	-4%	i	-17%	i	-2%	i	-3%	-4.1%[57.5 µM]	1%	i
29	CC(C)(C)n1nnnc1C(c1cccc(C#N)c1)N1CCN2CCCC2C1 (stereo unspecified)	-13%	-3%	?	-19%	i	-2%	?	3%	-2.8%	3%	i
30	CCCc1[nH]nc2c1C1(CCOC1C)C(C#N)=C(N)O2 (stereo unspecified)	0%	1%	i	-19%	i	-2%	i	-4%	-0.1%[57.5 µM]	1%	i
31	CN(C)c1ccc(-c2nc(NCCN3CCOCC3)c3ccccc3n2)cc1	?	-8%	?	-19%	?	-3%[9.22 µM]	?	6%	?	-11%[2.29 µM]	i
32	CC(C)Sc1nc2c(c(=O)n1-c1ccc(F)cc1)SCC2	?	-5%	i	?	i	0%	i	1%	0.3%	2%	i
33	O=C(Cc1ccsc1-c1ccccc1)NO	-17%	21%	i	?	i	1%	i	6%	-1.9%	1%	i
34	COc1ccc(S(=O)(=O)N(CCCN2CCCC2=O)Cc2cc3c(C)cc(C)cc3[nH]c2=O)cc1	18%	-3%	i	-15%	1.4e-08M*	5%	1.8e-08M*	3%	/	3%	i
35	COc1ccc(NC(=O)CN(c2ccc(C)cc2)S(=O)(=O)c2c(C)nn(C)c2C)cc1OC	10%	-5%	i	21%	i	1%	i	11%	-0.1%	2%	?
36	Cc1cccc(-n2c(Cc3cc(=O)[nH]c(=O)[nH]3)nnc2SCC(=O)N2CCCCC2)c1	-9%	-1%[2.3 µM]	/	-5%	/	/	/	-5%	0.3%	1%	/
37	CC1C[C@@]2(NC(=O)NC2=O)C(C)CN1C (stereo partly specified)	/	/	i	/	i	-3%[20.6 µM]	i	/	/	0%[25.5 µM]	i
38	CCOC(=O)N1CCC(NC(=O)C2CCN(C(=O)N3CC(C)Oc4ccc(C)cc43)CC2)CC1 (stereo unspecified)	16%	-3%	i	-7%	i	2%	i	-3%	-3.0%[0.369 µM]	2%	?
39	CC(=O)OC1CCC(OC(C)=O)c2c1n([O-])c(C)c(C)[n+]2=O (stereo unspecified)	10%	0%	i	14%	i	-2%	i	3%	-3.9%	3%	i
40	Cc1nn(C(=O)CCCC(=O)n2nc(C)c(Cl)c2C)c(C)c1Cl	3%	-2%	i	6%	i	2%	i	1%	5.4%	4%	i
41	CCN1CCN(C(=O)c2cc3c(s2)-c2ccccc2S(=O)(=O)C3)CC1	-3%	-3%[2.3 µM]	/	-7%	/	/	/	-9%	-0.2%	-9%	/
42	Cc1csc(SCCn2c(Br)nc3c2c(=O)[nH]c(=O)n3C)n1	/	/	?	/	i	0%[20.6 µM]	i	/	/	3%[25.5 µM]	i
43	CCN1C(=S)SC(=O)C1=C1C=C(C)OC(C)=C1	?	-18%	1.7e-07M*	-13%	i	27%	i	0%	-3.7%	-5%	?
44	COCCOC(=O)c1c(C)oc2ccc(OC(=O)c3c(OC)cccc3OC)cc12	25%	9%	i	-10%	?	0%	?	-2%	-1.7%[57.5 µM]	1%	i
45	CC(C)CCNc1nc2c(c(=O)n(Cc3cccc(F)c3)c(=O)n2C)n1C	?	-14%	?	-20%	i	3%	i	24%	2.6%	2%	?
46	CCOc1ccc(C2=Nn3c(nnc3-c3ccccc3)SC2)cc1Cl	0.079µM*	1%	i	2%	i	0%	i	3%	-1.3%	0%	?
47	COC(=O)C1=C(C)NC2=C(C(=O)CC(c3cccs3)C2)C1c1ccsc1 (stereo unspecified)	?	12%	/	2%	/	0%	/	-9%	-2.7%	-2%	/

Shown in transposed form: part of the list above.
(44) COCCOC(=O)c1c(C)oc2ccc(OC(=O)c3c(OC)cccc3OC)cc12
(45) CC(C)CCNc1nc2c(c(=O)n(Cc3cccc(F)c3)c(=O)n2C)n1C

| Assay by compound | 44 | 45 |
| --- | --- | --- |
| CRE Fsk mod | 25% | ? |
| Hsp90 Hop PPI | 9% | -14% |
| Fluorescein autfl | i | ? |
| ERK AVP block | -10% | -20% |
| 4MU fluor | ? | i |
| Epigenetic mod | 0% | 3% |
| A350 autofl | ? | i |
| UbGFP stabilizer | -2% | 24% |
| HBB splicing | -1.7%[57.5 µM] | 2.6% |
| FLuc inh | 1% | 2% |
| Texas Red fluor | i | ? |

Only part of the results is shown; the hit share may differ from the screen's.
